Source: PubChem BioAssay (National Center for Advancing Translational Sciences (NCATS))
Sm TGR inh – blocks Schistosoma mansoni thioredoxin glutathione reductase | Q962Y6 | purified TGR, DTNB reduction, TNB absorbance 405 nm | Potency, µM (top dose mostly 114 µM), for the others: at the highest dose activity change, negative = inhibition, most hits filed as inhibitors | 3% of 360,000 active | AID 485364; note: potency is the fitted concentration of half-maximal effect; nearly all actives have a fitted effect of over 60% in size
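Kinetic colorimetric format: TGR-catalysed, NADPH-driven DTNB reduction monitored via TNB absorbance. Enzyme dispensed at 20 nM; compound exposure 15 min at room temperature before reaction start.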
AmpC inh detg – blocks E. coli AmpC beta-lactamase in detergent assay | AID 485294 | AmpC hydrolysis of nitrocefin, absorbance 480 nm, 0.01% Triton | P00811 | Potency, µM (highest dose often 114 µM), without a hit: at the top dose activity change, negative = inhibition, actives largely listed as inhibitors | 0.041% of 370,000 active;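 note: potency is the fitted concentration of half-maximal effect; 0% = no-compound wells and -100% = no-enzyme wells; nearly all actives have a fitted effect of over 25% in size; some results filed as inactive show a strong effect at the top dose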
Target sequence (P00811 whole entry, looked up): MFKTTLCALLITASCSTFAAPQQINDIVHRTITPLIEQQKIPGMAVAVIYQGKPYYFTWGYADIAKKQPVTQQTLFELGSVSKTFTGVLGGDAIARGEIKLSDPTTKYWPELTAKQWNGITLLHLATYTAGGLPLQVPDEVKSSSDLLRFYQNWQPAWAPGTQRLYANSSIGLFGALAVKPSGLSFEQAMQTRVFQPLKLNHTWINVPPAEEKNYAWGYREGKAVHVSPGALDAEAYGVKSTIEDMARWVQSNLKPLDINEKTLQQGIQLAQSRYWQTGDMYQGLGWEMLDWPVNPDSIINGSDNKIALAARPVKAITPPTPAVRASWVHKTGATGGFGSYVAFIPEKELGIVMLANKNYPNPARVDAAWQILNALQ
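AmpC (5.3 nM in the dispensed reagent) in 20 mM phosphate pH 7.0 with 0.01% (detergent screen) or 0.0001% Triton X-100 was preincubated with compounds for 15 min at room temperature. Nitrocefin was then added from an 800 uM solution, and hydrolysis was followed at 480 nm.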
AMA1 RON2 block – disrupts binding of P. falciparum AMA1 to RON2. AlphaScreen AMA1-biotinylated RON2 peptide binding. Potency, µM (top dose mostly 58.2 µM), inactives show at the top dose activity change, negative = inhibition, most hits filed as inhibitors. 0.2% of 360,000 active. AID 720542;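 note: potency is the fitted concentration of half-maximal effect; 0% = vehicle wells and -100% = peptide control; nearly all actives have a fitted effect of over 45% in size; some results filed as inactive show a strong effect at the top dose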
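AMA1 (3D7) with his tag at 25 nM final met compounds first, then biotinylated RON2 peptide at 25 nM; detection used donor plus acceptor beads, 10 µg/mL apiece, read by AlphaScreen after 30 min at room temperature.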
HCV inh – inhibitors of hepatitis C virus infection. Huh7.5.1 HCVcc-Cre infection, luciferase reporter, 44 h. Potency, µM (titrated, usually from 41.8 µM), for inactives: at the top dose activity change, negative = inhibition, most hits filed as inhibitors. 3.4% of 340,000 active. AID 651820; note: potency is the fitted concentration of half-maximal effect
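1,000 cells/well; 4 h culture; + compound; + HCVcc-Cre (~0.5 moi); 44 h; luciferase substrate, RT 15 min; read 15 sec.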
Giardia FBPA inh – blocks Giardia fructose-bisphosphate aldolase activity; A8B2U2; Potency, µM (series often up to 59.6 µM), without a hit: at the highest dose activity, negative = inhibition, most hits filed as inhibitors; 0.71% of 290,000 active; purified Giardia FBPA; note: potency is the fitted concentration of half-maximal effect; nearly all actives have a fitted effect of over 55% in size
Target sequence (A8B2U2 whole entry, looked up): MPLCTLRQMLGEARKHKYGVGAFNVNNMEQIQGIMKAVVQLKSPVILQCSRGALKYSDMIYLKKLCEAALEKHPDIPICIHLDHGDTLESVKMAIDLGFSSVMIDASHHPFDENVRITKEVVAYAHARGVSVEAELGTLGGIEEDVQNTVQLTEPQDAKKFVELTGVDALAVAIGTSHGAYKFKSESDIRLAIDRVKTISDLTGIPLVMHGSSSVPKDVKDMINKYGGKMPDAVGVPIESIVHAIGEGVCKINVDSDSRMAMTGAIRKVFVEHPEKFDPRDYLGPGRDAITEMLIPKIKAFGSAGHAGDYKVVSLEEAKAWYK
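40 nM FBPA preincubated 10 min at RT with compound (up to 57.5 uM final), then substrate plus GAPDH/TPI/NAD/arsenate coupling and diaphorase/resazurin added. Fluorescence read after 20 min at RT, 525/598 nm.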
HCMV antiviral – inhibitors of human cytomegalovirus | activity change, negative = inhibition, % at 57.5 µM | AID 1259415 | 4.5% of 410,000 active | HFF cells, HCMV-luciferase reporter, 72 h; hits give low values; in the data active = activity change below about -60%; inconclusive = no clear call, values can overlap the other calls; inactive = above about -39%
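Screen run at 2 compound doses on HFFs infected with reporter HCMV, MOI 1 PFU/cell. Luciferase activity from cell lysates at 72 h post infection gave inhibition relative to buffer-only and Salinomycin wells.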
* marks the source's active call; other numbers are inactive results; ? = inconclusive; / = not tested or not shown; & = joins results of further samples; [ ] = remark or other dose. Unless noted, calls come from the whole dose curve; as a rule, active = well fitted curve in the direction sought with a large enough effect; inconclusive = small, poorly fitted or top-dose-only effect, or another doubt; inactive = no such curve, though single readings can be large; an effect the other way counts as inactive or inconclusive. Unless noted, % is set by controls: 0 for no effect and ±100 for the full control effect.

SMILES	Sm TGR inh	AmpC inh detg	AMA1 RON2 block	HCV inh	Giardia FBPA inh	HCMV antiviral
CN(C)C(CNc1ccc(C(F)(F)F)cn1)c1ccccc1 (configuration not stated)	-9.4%	-12.2%	3.0%	-1.3%	7.7%	35.0
CCCOc1ccc(C2=NNC(=O)CC2)cc1	4.0%	-8.6%	13.6%	12.4%	6.5%	6.7
CCOC(=O)c1cccc(NC(=O)COC)c1	-4.3%	-2.3%	-7.8%	4.3%	2.5%	22.1
O=C1CCC(=O)N1CC(O)COc1ccccc1 (configuration not stated)	4.4%	7.3%	-2.6%	23.9%	0.9%	?
CCn1nc(NS(=O)(=O)c2ccc(C)cc2)c2cc3ccccc3nc21	4.4%	4.4%	-9.6%	3.0%	/	28.0
O=C(OCC#CCSc1nnc(-c2cccc3ccccc23)o1)c1cc2ccccc2o1	4.2%	?	/	/	/	-11.5
CSc1ccccc1-c1n[nH]c(=S)o1	0.6%	?	36.8%[activator]	3.2%	?	32.7
COC(=O)c1cscc1S(=O)(=O)Cc1ccccc1	10µM*	-15.3%	3.4%	23.0%	-11.7%	1.1
Cc1ccc(S(=O)(=O)N2C=CC(C(F)(F)F)=NCC2)cc1	0.0%	-12.6%	-15.6%	9.4%	0.1%	-22.5
Cc1ccc(Cl)cc1NC(=O)CCn1c(=O)c2cccn2c2cccnc21	1.9%	14.9%	/	/	/	?
O=C(Nc1ccccc1)c1nnn(Cc2ccccc2)c1NC(=O)C(F)(F)F	6.8%	?	-12.7%	1.8%	26.7%	49.4
O=C(Nc1cccc(F)c1)/C(=C\c1ccco1)NC(=O)c1ccco1	-31.3%	-0.3%	-11.5%	4.4%	/	0.0
CCC(Cc1ccccc1)NC(=O)C1CCN(c2nn3c(=O)cc(C)nc3s2)CC1 (configuration not stated)	-5.7%	-14.9%	20.6%	10.2%	1.8%	-21.8
O=C(Nc1cccc(S(=O)(=O)N2CCCCC2)c1)c1ccco1	-30.1%	-2.6%	1.4%	-13.8%	/	0.0
CC(C)CC(C(=O)N1CCc2ccccc2C1)N1C(=O)c2ccccc2C1=O (configuration not stated)	-16.7%	?	-0.2%	-0.8%	-3.3%	5.5
COc1cccc(C=NNC(=S)NN=Cc2cccc(OC)c2OC)c1OC	/	/	50.4%[activator]	?	/	-10.3
Cc1ccc(/C(C#N)=C\c2cn(C)c3ccccc23)cc1	7.3%	6.4%	/	6.31µM*	-14.7%	/
CC(C)CC1=NN2C(=N)/C(=C\c3coc4ccccc4c3=O)C(=O)N=C2S1	?	3.1%	61.5%[activator]	11.7%	?	9.0
CC(C)n1c(SCC(=O)NC2CC2)nnc1C1CC1	1.7%	?	-7.8%	12.5%	/	33.8
Cc1ccc2nc(NC(=O)C3CCCN3C(=O)OC(C)(C)C)sc2c1 (configuration not stated)	-5.6%	-5.2%	-16.6%	-10.5%	-0.1%	?
Cc1ccc(Cl)cc1NC(=O)CNC(=O)N1CC(=O)Nc2ccccc21	4.4%	2.8%	5.3%	8.8%	2.2%	10.3
CCOc1ccc(NC(=O)NCc2cccn2Cc2ccccc2)cc1	-3.8%	-7.0%	/	/	/	-18.1
O=C(c1cn(Cc2ccccc2)c2ccccc12)N1CCCCC1	-2.0%	-7.2%	3.0%	-6.4%	6.4%	-18.1
O=C(CCn1c(=O)c2ccccc2n(Cc2ccccc2)c1=O)NC1CCN(Cc2ccccc2)CC1	-8.0%	-0.6%	-2.3%	?	9.8%	0.0
COc1ccccc1CNC(=O)c1ccc(OCc2c(C)noc2C)c(OC)c1	-1.7%	10.1%	-18.9%	?	-4.4%	3.9

Single records, from the list above:
`CC(C)CC1=NN2C(=N)/C(=C\c3coc4ccccc4c3=O)C(=O)N=C2S1` is entered as Sm TGR inh: ?; AmpC inh detg: 3.1%; AMA1 RON2 block: 61.5%[activator]; HCV inh: 11.7%; Giardia FBPA inh: ?; HCMV antiviral: 9.0
`O=C(OCC#CCSc1nnc(-c2cccc3ccccc23)o1)c1cc2ccccc2o1` is entered as Sm TGR inh: 4.2%; AmpC inh detg: ?; AMA1 RON2 block: /; HCV inh: /; Giardia FBPA inh: /; HCMV antiviral: -11.5
`Cc1ccc(S(=O)(=O)N2C=CC(C(F)(F)F)=NCC2)cc1` is entered as Sm TGR inh: 0.0%; AmpC inh detg: -12.6%; AMA1 RON2 block: -15.6%; HCV inh: 9.4%; Giardia FBPA inh: 0.1%; HCMV antiviral: -22.5

(next part)
SMILES	Sm TGR inh	AmpC inh detg	AMA1 RON2 block	HCV inh	Giardia FBPA inh	HCMV antiviral
Cc1c(C(=O)N2CCN(S(=O)(=O)c3ccccc3)CC2)oc2ccccc12	-7.9%	-13.5%	4.9%	?	/	?
Cc1ccc(NC2CCCN(C(=O)CCc3scnc3C)C2)cc1C (configuration not stated)	-21.4%	-1.1%	-22.6%	8.4%	/	0.0
Cc1cc(C)c2c(=O)cc(CSCC(=O)Nc3nnc(C)s3)[nH]c2c1	-2.0%	-2.9%	/	/	/	1.3
CC(=O)Nc1ccc(S(=O)(=O)Nc2nc3ccccc3nc2Nc2ccc(S(N)(=O)=O)cc2)cc1	-15.1%	-4.0%	8.4%	18.0%	23.7%	5.5
CCOC(=O)c1c(NC(=O)COC(=O)CCOc2ccccc2C)sc(C(=O)NC)c1C	-28.4%	-19.9%	-8.2%	1.3%	/	41.3
C#C[C@]1(O)CC[C@H]2[C@@H]3CCc4cc(OC5CCCC5)ccc4[C@H]3CC[C@@]21C	-7.6%	-12.6%	-6.6%	0.631µM*	-15.4%	116.2
OC(C#CCN1CCOCC1)c1cccs1 (configuration not stated)	28.2µM*	9.7%	19.9%	20.6%	-3.7%	1.7
C#CCOCCOCCOCCNc1nc(N2CCN(C(=O)[C@H](CCCCN)n3cc(CN)nn3)CC2)nc(N2CCN(C(=O)[C@H](CCCN=C(N)N)n3cc(C(N)[C@H](C)CC)nn3)CC2)n1 (some centres not stated)	/	/	19.4%	?	/	-3.5
NC(=O)C1=C[C@H](c2csc3ccccc23)C[C@H](OCCCCO)O1	?	6.8%	-1.0%	11.0%	?	9.4
COC(=O)Cc1cc(C)cc2c(=O)cc(-c3ccoc3)oc12	/	/	5.4%	-10.8%	/	54.5
CC(C)(C)C(=O)Nc1ccccc1C(=O)Nc1ccncc1	-21.6%	?	2.2%	7.7%	19.0%	33.5
O=C(NCc1cccnc1)c1ccccc1-c1ccccc1	0.4%	-1.4%	13.3%	0.3%	3.5%	-19.3
Cc1cc(C(C)(C)C)oc1C(=O)Nc1ccc(CC(=O)O)cc1	4.1%	-18.8%	-10.3%	10.6%	12.8%	-29.4
CC(=O)N1CCc2[nH]c3ccccc3c2C1	-22.8%	?	-6.6%	-8.8%	3.2%	50.4
COc1ccc(/C=C/C(=O)Nc2ccc(OC)cc2[N+](=O)[O-])cc1	0.9%	-8.2%	-18.5%	-7.6%	2.0%	-15.8
Cc1ccc(-c2nc3cccnc3s2)cc1NS(=O)(=O)c1ccc2c(c1)OCCO2	-3.3%	-14.0%	2.2%	?	10.2%	65.4
Nc1nc(NCC2CCCO2)nc(Nc2cccc(Cl)c2)c1[N+](=O)[O-] (configuration not stated)	-1.8%	5.0%	4.9%	?	21.4%	7.4
Cc1ccc(-c2nnc(SCC(=O)N3CCc4ccccc43)o2)cc1	-9.8%	16.5%	/	/	/	0.5
O=C(CN(C(=O)Cn1nnc(-c2cccs2)n1)c1ccc2c(c1)OCCO2)NCc1ccccc1	-5.8%	-6.8%	6.1%	?	-0.6%	3.3
Oc1ccccc1N1CCN(C(=S)NCCc2ccccc2)CC1	-0.5%	1.2%	20.8%	?	-17.0%	72.1
CCS(=O)c1ccccc1C(=O)O (configuration not stated)	0.0%	2.3%	-0.7%	12.9%	1.8%	34.0
Cc1ccc(S(=O)(=O)NCC(=O)OCc2csc(-c3ccccc3)n2)cc1	-19.0%	-0.4%	4.0%	0.7%	-3.1%	10.0
COc1ccc(CCNC(=O)c2cnc3ccc(C)cn3c2=O)cc1	7.7%	21.4%	/	/	/	14.6
COc1ccc(NC(=O)COC(=O)CNS(=O)(=O)c2ccccc2)cc1OC	1.0%	-2.1%	-13.2%	13.9%	0.1%	0.0
Cc1cc(/C=C\c2nc(O)c([N+](=O)[O-])c(=O)[nH]2)c(C)n1-c1ccccc1	-19.2%	-17.7%	-3.7%	-0.7%	-4.8%	-14.0
(continued)
SMILES	Sm TGR inh	AmpC inh detg	AMA1 RON2 block	HCV inh	Giardia FBPA inh	HCMV antiviral
CCOC(=O)Cn1cc(C(=O)C(C)(C)C)c2ccccc21	28.7%	-6.5%	0.0%	5.2%	-0.3%	-6.1
CC1CN(C2=NC(=O)/C(=C3/C(=O)N(Cc4ccc(F)cc4)c4ccccc43)S2)CC(C)O1 (configuration not stated)	-5.6%	-2.8%	-17.8%	-5.9%	-17.0%	10.4
COc1ccc(-c2nc(CC(=O)O)cs2)cc1OC	-8.3%	-5.7%	/	-14.2%	5.4%	-13.7
CC(C)CN1C(=O)c2ccc(NC(=O)c3ccccc3F)cc2C1=O	22.7%	-13.0%	-3.3%	7.4%	-2.0%	-8.4
CN(C)CCOc1cccc(Cl)c1	1.0%	-5.4%	-16.3%	7.3%	-24.1%	34.4
COC(=O)c1c(-c2ccc(OC)cc2)sc2ccc(OC)cc12	/	/	4.6%	?	/	71.3
COc1ccc(C(CC(=O)O)NC(=O)c2cccs2)cc1 (configuration not stated)	7.9%	3.0%	-1.8%	0.6%	-1.3%	-12.4
CC(=O)N1N=C(c2ccco2)CC1c1cc2ccc(C)cc2nc1Cl (configuration not stated)	-35.3%	3.4%	-7.2%	-19.2%	2.4%	31.3
O=C(O)c1cccc(NC(=O)C2C3C=CC(C3)C2C(=O)OCC(F)(F)C(F)F)c1 (configuration not stated)	3.8%	-0.6%	-1.3%	1.9%&6.7%	6.0%	-2.5
COc1ccc(CC(=O)NCC2CCCN(Cc3cccc(SC)c3)C2)cc1 (configuration not stated)	-5.9%	-10.2%	-1.3%	-29.6%	0.5%	-30.4
CCC(NS(=O)(=O)c1ccc2c(c1)NC(=O)C(C)C(=O)N2)c1cccs1 (configuration not stated)	-1.4%	-4.8%	13.5%	12.8%	-1.8%	53.5
Clc1ccc(CN(Cc2ccccc2)C(c2cccs2)c2nnnn2C2CCCC2)cc1 (configuration not stated)	1.4%	2.6%	?	-19.4%	1.0%	-19.1
CSc1ccccc1NC(=O)CSc1nnc(Cc2ccccc2)o1	-11.1%	3.2%	-19.4%	8.1%	2.7%	67.0
COc1cc(CCC(=O)Nc2cc(Cl)ccc2N2CCN(C)CC2)cc(OC)c1OC	-3.1%	1.5%	-7.4%	?	-0.3%	9.6
COC(=O)c1ccc(CSCC(=O)Nc2ccccc2)cc1	-0.9%	8.0%	-1.2%	9.3%	1.3%	-4.9
Cc1ccc(OCCn2c(CNc3cccc(C)c3)nc3ccccc32)cc1	0.2%	10.3%	/	/	/	-2.0
CC1CCCC(C)N1/N=C/c1cc(Br)c(O)c(Br)c1 (configuration not stated)	-29.7%	2.7%	/	5.9%	-30.0%	16.7
CCN(CC)CCOC(=O)c1c(C)oc2ccc(OC)cc12	0.1%	-13.9%	15.1%	-16.2%	-9.4%	-65.6*
